SIRT5 inh: sirtuin-5 (human) deacylase inhibition | Q9NXA8 | Purified SirT5, succinyl-peptide AMC, trypsin-coupled fluorescence | inhibition, % at 15 µM | 330,000 tested, 1.1% active; in the data active means inhibition above about 15%
Target sequence (Q9NXA8 whole entry, looked up): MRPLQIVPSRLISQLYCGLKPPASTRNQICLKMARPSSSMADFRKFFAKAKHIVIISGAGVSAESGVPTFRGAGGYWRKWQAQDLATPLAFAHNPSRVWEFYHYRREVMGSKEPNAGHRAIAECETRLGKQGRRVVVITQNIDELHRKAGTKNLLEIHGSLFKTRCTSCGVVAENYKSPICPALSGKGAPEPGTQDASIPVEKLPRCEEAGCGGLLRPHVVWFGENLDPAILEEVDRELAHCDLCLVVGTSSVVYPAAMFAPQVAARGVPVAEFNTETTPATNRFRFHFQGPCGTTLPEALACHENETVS
C2C12 statin: suppression of simvastatin myotoxicity; 330,000 tested, 0.78% active; rescue of ATP level, % at 7.49 µM; C2C12 myotubes + simvastatin, ATP luminescence, 48 h; scaled: DMSO 0, geranylgeraniol control 100;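 active means mean ATP rescue above about 67%, or every replicate alone reaching that limit, limit read from the data, passing the limit was not always enough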;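 further: myotubes were challenged with 10 µM simvastatin during compound exposure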
S100A4 MyoIIA: blocks human S100A4 binding to myosin IIA peptide | S100A4/TAMRA-MyoIIA peptide fluorescence polarization | inhibition, % at 10.7 µM | 360,000 tested, 0.14% active;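 active means mean inhibition of at least 70% across replicates, with every replicate also reaching that level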
Target sequence (P26447 whole entry, looked up): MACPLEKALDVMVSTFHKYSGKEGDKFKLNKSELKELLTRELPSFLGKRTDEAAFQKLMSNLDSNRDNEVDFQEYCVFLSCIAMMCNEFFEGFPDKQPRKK
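Material: S100A4 monomer protein | Medium: HEPES pH 7.2 with CaCl2, KCl, NaCl, DTT, Triton | Reagent: Labelled myosin peptide probe, 5 nM | Doses: One dose per compound | Times: 5 min incubation before reading | Benchmarks: Neutral control DMSO, positive control TFP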
LGR2 antag: blocks bursicon-induced cAMP signaling via Drosophila LGR2; HEK293 LGR2, CRE-luciferase, bursicon-stimulated, 4 h; inhibition, % at 9.99 µM; 380,000 tested, 0.35% active;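 active means drop in luminescence signal, shown as inhibition above about 50% in the replicate tests, limit read from the data, passing the limit was not always enough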;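 further: agonist challenge used bursicon conditioned medium at about half maximal strength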
esBAF inh: blocks esBAF chromatin remodeling in mouse ES cells; Bmi1-luciferase knock-in reporter, 24 h; 100% = twice the neutral-well signal; 350,000 tested, 2% active; reporter increase, % at 12.5 µM; in the data active means activation above about 40%;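 further: 0% = median of the plate's neutral control wells and 100% = double that signal; a rise in the Bmi1 reporter signal indicates esBAF inhibition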
Casp6 inh: blocks human caspase-6 cleavage activity. P55212. 350,000 tested, 0.53% active. purified caspase-6, Z-VEID-R110 cleavage fluorescence. inhibition, % at 12.5 µM;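 active means mean inhibition across replicates at least about 35%, with every replicate also reaching that limit, limit read from the data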;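 further: 0% = median of neutral control wells and 100% = no fluorescence left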
Target sequence (P55212 24-179 limits assumed): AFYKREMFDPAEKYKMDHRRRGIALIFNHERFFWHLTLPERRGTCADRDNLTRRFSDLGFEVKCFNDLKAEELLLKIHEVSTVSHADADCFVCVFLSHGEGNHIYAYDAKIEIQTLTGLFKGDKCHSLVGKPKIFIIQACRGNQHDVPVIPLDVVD
Target sequence (P55212 194-293 limits assumed): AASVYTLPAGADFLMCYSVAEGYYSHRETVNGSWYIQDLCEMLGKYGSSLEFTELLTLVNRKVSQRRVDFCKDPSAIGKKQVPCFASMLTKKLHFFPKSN
FN deposit inh: fibronectin deposition inhibition; AID 743247; AH1F fibroblasts, Alexa488-fibronectin deposition fluorescence, overnight; inhibition, % at 12.6 µM; 350,000 tested, 0.086% active;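 active means mean inhibition across replicates of 30% or more, regardless of how many single replicates reach that level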;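 further: positive control wells lacked labelled fibronectin entirely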
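Material: AH1F fibroblast monolayer depositing Alexa488-labelled fibronectin into matrix / Amount: 10000 AH1F cells per well / Signal: fluorescence 485/525 nm / Medium: DMEM, 2% serum / Compound: single dose, pinned / Incubation: 1 h cell adhesion before compound, then overnight fibronectin incubation / Reagent: Alexa488-FN, 24 nM final / Read-out: inhibition of fibronectin deposition signal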
* hit, by the source's call; x = no result given; & = joins results of further samples. Only part of the results is shown (hit frequency here may not be typical).

item	compound	S100A4 MyoIIA	C2C12 statin	esBAF inh	SIRT5 inh
1	CN(C)c1cc[nH]c(=O)c1C#N	x	18	-6	x
2	Cn1cnnc1SCC(=O)NC1CCCCCC1	-4	1	3	1
3	Cc1cc(Br)c(NC(=O)c2c(-c3c(Cl)cccc3Cl)noc2C)c(Br)c1	5	-84	-4	0
4	CCCNC(=O)Nc1ccc2c(c1)C(=O)N(C)[C@@H]1CC[C@@H](CC(=O)O)O[C@@H]1CO2	x	-9	-1	x
5	CN(C)S(=O)(=O)c1ccc(N2CCCC2)c(C(=O)NCCc2ccc(F)cc2)c1	0	-21	-5	2
6	COc1ccccc1Cn1c(C)nc2ccccc21	2	x	x	-1
7	O=C(Nc1nccs1)c1ccc[nH]c1=O	-9	6	22	x
8	O=C(C[C@H]1CC[C@@H]2[C@H](COC[C@H](O)CN2CC2CCOCC2)O1)NCC1CCCCC1	-3	18	-1	-1
9	COC(=O)c1ccccc1S(=O)(=O)NCc1nc2nc(C)cc(C)n2n1	0	2	-4	-1
10	CO[C@H]1O[C@H](CO)[C@@H](OC(=O)Nc2cccc(F)c2)[C@H](OC(=O)Nc2ccc3c(c2)OCO3)[C@H]1OC(=O)Nc1ccc2c(c1)OCO2	21	x	x	4
11	O=S(=O)(NCCCNS(=O)(=O)c1c(F)cccc1F)c1ccc2c(c1)OCCO2	0	-2	-1	x
12	NS(=O)(=O)c1ccc(CCNC(=O)c2ccc(Cl)cc2[N+](=O)[O-])cc1	-11	6	0	-5
13	COc1ccccc1NC(=O)/C=C/c1cc([N+](=O)[O-])ccc1OC(F)F	6	-10	-5	-3
14	CS(=O)(=O)N(CC(=O)Nc1ccccc1-c1ccccc1)c1ccccc1	-4	x	x	5
15	COc1cccc(CN2CCN(C(=O)c3cc(-c4ccncc4)nc4ccc(C)cc34)CC2)c1	-1	-55	-5	-1

item	FN deposit inh	Casp6 inh	LGR2 antag
1	x	x	-4
2	3	0	5
3	2	x	8
4	-14	x	-7
5	x	-1	4
6	2	6	9
7	-1	-1	1
8	6	2	2
9	-1	-3	15
10	x	1	x
11	7	-1	-3
12	1	9	17
13	0	1	-8
14	-5	1	-1
15	-3	1	5

Going on with the list:
item	compound	S100A4 MyoIIA	C2C12 statin	esBAF inh	SIRT5 inh
16	CCCNC(=O)N(C)C[C@@H]1Oc2ncc(C#CC(C)C)cc2C(=O)N([C@H](C)CO)C[C@H]1C	-32	-10	2	1
17	CCCCCCn1c(=O)n2n(c1=O)C[C@]1(OC(=O)NCC3CCCCC3)CN(S(=O)(=O)c3ccc(C)cc3)C[C@]1(O)C2	8	-3	2	0
18	CC(=O)NCCc1ccc(C(=O)COC(=O)c2cccn2C)cc1	-2	0	27	x
19	CC(=O)Nc1ccc(CN2CCC(n3nccc3NC(=O)CCc3ccccc3)CC2)cc1	-5	3	0	-8
20	COc1ccc(C23CC4CC(CC(C(=O)O)(C4)C2)C3)c(F)c1	-1	-1	4	0
21	CCOC(=O)C(NS(=O)(=O)c1ccc(C)cc1)(C(F)(F)F)P(=O)(OCC(C)C)OCC(C)C (stereo not given)	-3	x	x	-2
22	Cc1cc(C)c(C#N)c(SCS(=O)Cc2ccc(Cl)cc2)n1 (stereo not given)	-11	38	-1	-2
23	O=C(Nc1ccccc1)N1CCC(C(=O)N(Cc2ccco2)Cc2cccs2)CC1	-1	-2	-5	2
24	O=C(O)/C=C/C(=O)c1c(-c2ccccc2)[nH]c2ccccc12	0	-1	2	1
25	Cc1ccc(N2CCN(C(=O)C3CCC(=O)N(Cc4ccc(Cl)cc4)C3)CC2)c(C)c1 (stereo not given)	-1	x	x	1
26	O=C(CCNC(=O)c1ccccc1Cl)Nc1ccc(Cl)c(C(F)(F)F)c1	x	-7	-9	x
27	N#C/C(=C\c1cccnc1)c1ccc(Br)cc1	-8	-7	36	-4
28	C[C@@H]1CN([C@@H](C)CO)C(=O)Cc2cc(NC(=O)C3CC3)ccc2O[C@H]1CN(C)S(=O)(=O)c1cn(C)cn1	2	-17	3	-5
29	NC(=O)c1cccc(Nc2nc(C(N)COCc3ccccc3)cs2)n1 (stereo not given)	-4	-46	4	-3
30	C[C@@H]1CN([C@@H](C)CO)C(=O)c2cc(NC(=O)Nc3ccc4c(c3)OCO4)ccc2O[C@@H]1CN(C)Cc1ccc2c(c1)OCO2	7	-59	6	-2

item	FN deposit inh	Casp6 inh	LGR2 antag
16	-5	-3	-5
17	17	0	5
18	-6	-1	22
19	-6	-14	-14
20	-2	-8	12
21	1	0	25
22	x	2	-8
23	-1	2	-1
24	-9	10	2
25	9	5	13
26	1	x	-7
27	8	1	-25
28	-15	3	-11
29	8	-1	1
30	x	-4	-1

Later entries:
item	compound	S100A4 MyoIIA	C2C12 statin	esBAF inh	SIRT5 inh
31	O=C(Nc1ccc(N2CCOCC2)cc1)C1CCN(C(=O)OCc2ccccc2)CC1	17	x	x	-5
32	N#C[C@H]1[C@@H](c2ccccc2-c2ccccc2F)[C@H](CO)N1C(=O)C1CC1	0	x	x	0
33	COCCCn1c(C)nnc1-c1cnn(-c2ccccc2)c1N	6	x	x	-2
34	C/C(=N\NC(=O)c1ccc(N/N=C(\C)c2ccc(O)cc2)cc1)c1ccc(O)cc1	-3	14	2	-3
35	COC(=O)C1CN(S(=O)(=O)c2ccccc2)CCN1S(=O)(=O)c1ccccc1 (stereo not given)	x	0	-7	x
36	CC(C)NC(=O)C(=O)c1cn(C)c2ccccc12	-2	6	6	4
37	Cc1cccc(CN(C)C[C@H]2OCc3cnnn3CCCC(=O)N([C@H](C)CO)C[C@@H]2C)c1	7&4	-1&2	-5&3	-5&-2
38	OC[C@@H]1[C@@H](c2ccc(C#CC3CC3)cc2)[C@@H]2CN(CCC(F)(F)F)CCCCN12	0	x	x	1
39	CC1=C(C(=O)OCC2CCCO2)C(c2ccc(C)cc2)C2=C(CCCC2=O)N1 (stereo not given)	0	x	x	1
40	Cc1ccc(S(=O)(=O)N2[C@H](CC(=O)c3cccc4ccccc34)OC[C@@H]2C)cc1	-3	x	x	-3
41	CCc1c(C2(O)CCCCC2)[nH]c2ccc(C#N)cc12	-2	-2	8	0
42	CCOc1ccc(N(CC(=O)Nc2cccnc2)S(=O)(=O)c2ccc(C)cc2)cc1	-12	5	-1	-1
43	CCc1c(C)nc(N)nc1Cl	4	x	x	0
44	CCCc1ncc(CN2CCCC(C(=O)Nc3ccc(-c4cccc(OC)c4)cc3)C2)cn1 (stereo not given)	-1	13	20	0
45	O=C(Cc1ccccn1)N[C@@H]1CC[C@H](CCn2cc(-c3ccccc3)nn2)O[C@H]1CO	-1	-3	-1	4

item	FN deposit inh	Casp6 inh	LGR2 antag
31	10	1	-7
32	-5	-2	6
33	-4	-4	-15
34	8	-1	-15
35	-1	x	x
36	3	-2	x
37	2&2	15&-5	7
38	x	-3	x
39	4	-1	2
40	4	-7	-22
41	-1	-1	-7
42	3	5	23
43	1	-1	7
44	4	-3	-9
45	x	-1	-9

Single records (already shown). Values in the order: S100A4 MyoIIA | C2C12 statin | esBAF inh | SIRT5 inh | FN deposit inh | Casp6 inh | LGR2 antag
Listed for `Cc1cccc(CN(C)C[C@H]2OCc3cnnn3CCCC(=O)N([C@H](C)CO)C[C@@H]2C)c1` : 7&4 | -1&2 | -5&3 | -5&-2 | 2&2 | 15&-5 | 7
Listed for `C[C@@H]1CN([C@@H](C)CO)C(=O)c2cc(NC(=O)Nc3ccc4c(c3)OCO4)ccc2O[C@@H]1CN(C)Cc1ccc2c(c1)OCO2` : 7 | -59 | 6 | -2 | x | -4 | -1
Listed for `O=C(Nc1ccc(N2CCOCC2)cc1)C1CCN(C(=O)OCc2ccccc2)CC1` : 17 | x | x | -5 | 10 | 1 | -7
Listed for `COCCCn1c(C)nnc1-c1cnn(-c2ccccc2)c1N` : 6 | x | x | -2 | -4 | -4 | -15
Listed for `Cc1ccc(S(=O)(=O)N2[C@H](CC(=O)c3cccc4ccccc34)OC[C@@H]2C)cc1` : -3 | x | x | -3 | 4 | -7 | -22

(next part)
item	compound	S100A4 MyoIIA	C2C12 statin	esBAF inh	SIRT5 inh
46	O=C(OCc1nc2ccccc2[n+]([O-])c1C(=O)c1ccccc1)c1cccs1	4	x	x	0
47	CCCCn1c(O)c(N=Nc2ccccc2O)c2ccccc21	-2	6	2	x
48	CCOC(=O)Cn1c(=O)oc2cc(S(=O)(=O)N3CCN(C(=O)OCC)CC3)ccc21	1	4	-4	-7
49	C[C@H](CO)N1C[C@H](C)[C@H](CN(C)C(=O)c2cccc(F)c2)Oc2ncc(/C=C/c3ccccc3)cc2C1=O	3	17	-2	4
50	CCn1nc(NC(=O)COC)c2cc3cc(C)ccc3nc21	-9	-4	5	-1
51	C[C@H](CO)N1C[C@H](C)[C@H](CN(C)Cc2ccncc2)OCCCC[C@H](C)Oc2ccc(NS(=O)(=O)c3ccc(F)cc3)cc2C1=O	14	x	2	2
52	COc1ccc(C2CC(c3ccccc3)=NN2C(=O)COC(=O)C2CC2)cc1 (stereo not given)	2	x	x	3
53	COc1ccc(-c2cn(CC[C@H]3CC[C@H](NS(=O)(=O)c4ccccc4C)[C@H](CO)O3)nn2)cc1	21	0	16	1
54	O=C1CCc2cc(S(=O)(=O)N3CCN(C(=O)c4ccco4)CC3)ccc2N1	x	21	-1	x
55	Cc1cccc(-c2noc(-c3ccccc3C(=O)NCc3ccco3)n2)c1	-6	-52	-5	-3
56	CCN(CC)CCn1c(=N)n(CCOc2ccccc2)c2ccccc21	1	-92	10	1
57	CN(C)C(=O)C[C@@H]1CC[C@@H](NC(=O)C2CC2)[C@@H](CO)O1	-16	3	1	-5
58	O=C(N[C@@H]1CC[C@H](CCn2cc(C3(O)CCCC3)nn2)O[C@H]1CO)c1ccccc1F	9	-5	0	-2
59	O=C(c1ccccn1)N1C[C@@H]2[C@H](c3ccccc31)[C@H](CO)N2C(=O)Nc1ccccc1Cl	19	4	2	1
60	COC(=O)[C@@H]1[C@@H](CO)[C@@H]2Cn3c(cccc3=O)[C@@H]2N1C(=O)C1CCCC1	5	x	x	0
61	CN(C)c1ccc(/C=N/NC(=O)c2ccc3nc[nH]c3c2)cc1	3	-8	1	2

item	FN deposit inh	Casp6 inh	LGR2 antag
46	4	3	x
47	-16	9	-23
48	-7	0	-1
49	x	1	0
50	-4	1	-14
51	3	-1	4
52	0	1	x
53	x	3	0
54	4	x	-2
55	-12	-1	-17
56	8	-15	-18
57	-8	-1	-6
58	8	1	-8
59	3	-1	-20
60	0	2	-12
61	0	0	-3
